# MEP2-GFP yeast: yeast TOR pathway MEP2-GFP modulation; S. cerevisiae MEP2-GFP strain, flow cytometry GFP, 3 h; 100% = DMSO control level; GFP response vs DMSO, % at 10 µM; 330,000 compounds, 0.51% hits;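 active means GFP response versus DMSO above a set limit, roughly screen mean plus 3 SD, cut at about 180% in these data; inconclusive means fewer than 70 cells counted for a yeast strain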;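 further: median GFP fluorescence of the barcode-gated MEP2-GFP cells per well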
# LAP4-GFP MLPCN: alters LAP4-GFP fluorescence in TOR pathway yeast screen; 320,000 compounds, 0.34% hits; S. cerevisiae LAP4-GFP multiplex, flow cytometry GFP, 3 h; median GFP as percent of DMSO wells; AID 2023; GFP response vs DMSO, % at 10 µM;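 active means GFP response vs DMSO above a set limit, about the screen mean plus 3 SD, cut at about 150% in these data; inconclusive means under 70 cell events counted for the yeast strain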
# proCasp3 act: activators of human procaspase-3. 330,000 compounds, 0.11% hits. P42574. recombinant procaspase-3 D3A, Ac-DEVD-pNA absorbance 405 nm. activation, % at 8.5 µM;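 active means activation above the mean of all tested compounds plus 3 SD, cut at about 21% in these data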;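 further: 0% = DMSO alone and 100% = DMSO wells spiked with extra 5 µM PC-3 D3A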
# Target sequence (P42574 whole entry D9A/D28A/D175A): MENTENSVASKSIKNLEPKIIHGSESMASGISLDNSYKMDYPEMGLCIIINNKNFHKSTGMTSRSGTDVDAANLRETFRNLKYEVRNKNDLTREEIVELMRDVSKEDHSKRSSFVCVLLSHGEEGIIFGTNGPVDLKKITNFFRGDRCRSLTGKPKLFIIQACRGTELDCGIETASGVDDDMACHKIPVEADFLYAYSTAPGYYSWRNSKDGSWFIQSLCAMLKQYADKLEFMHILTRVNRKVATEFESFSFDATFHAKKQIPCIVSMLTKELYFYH
#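 Assay system – Procaspase-3 D3A mutant · Benchmarks – DMSO low control, extra-enzyme high control · Technique – 405 nm absorbance of p-nitroaniline, reads at 0 and 120 min · Doses – 8.5 µM nominal · Measure – % activation between DMSO and enzyme-spiked controls · Also added – Ac-DEVD-pNA chromogenic peptide substrate · Schedule – 1 h compound preincubation, 2 h substrate hydrolysis at 25 °C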
# CR mimetic SO: lowers age-related superoxide in aged yeast cells; AID 2690; 330,000 compounds, 0.18% hits; superoxide response (% of plate mean), % at 10 µM; S. cerevisiae aged cells, superoxide DHE fluorescence; hits give low values;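 active means superoxide response under a set limit, about three screen SD below normal, cut at about 65% in these data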;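 further: yeast aged for seven days with compound at 30 °C before DHE staining; 100% = average MFI of all compound-treated wells on the plate with controls excluded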
# RPL19A TOR yeast: alters RPL19A-GFP fluorescence in TOR pathway yeast screen; S. cerevisiae RPL19A-GFP strain, flow cytometry, 3 h; hits give low values; percent response vs DMSO, % at 10 µM; 330,000 compounds, 0.3% hits;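 active means percent response vs DMSO below 50%; inconclusive means fewer than 70 events counted for the yeast strain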;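 further: median channel GFP fluorescence of the barcoded RPL19A-GFP strain; ratio of sample median GFP to plate DMSO average so 100% = DMSO; lower means less RPL19A-GFP as with rapamycin TOR inhibition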
# JMJD2C inh: blocks human GASC-1 demethylase activity; Q9H3R0; inhibition, % at 2.35 µM; GST-JMJD2C(1-420) H3K9me3 demethylation, DELFIA europium; AID 2099; 330,000 compounds, 0.069% hits;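 active means more than half of a compound's replicate wells show inhibition beyond 50%, single wells judged on their own value; inconclusive means some, but no more than half, of replicates pass 50% inhibition; inactive means no replicate passes 50% inhibition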;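 further: signal counts dimethyl H3K9 product captured on neutravidin plate; 0% = median of DMSO wells and 100% = 0.3 times that DMSO median; strong numbers were not always called active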
# Target sequence (Q9H3R0 1-420 limits assumed): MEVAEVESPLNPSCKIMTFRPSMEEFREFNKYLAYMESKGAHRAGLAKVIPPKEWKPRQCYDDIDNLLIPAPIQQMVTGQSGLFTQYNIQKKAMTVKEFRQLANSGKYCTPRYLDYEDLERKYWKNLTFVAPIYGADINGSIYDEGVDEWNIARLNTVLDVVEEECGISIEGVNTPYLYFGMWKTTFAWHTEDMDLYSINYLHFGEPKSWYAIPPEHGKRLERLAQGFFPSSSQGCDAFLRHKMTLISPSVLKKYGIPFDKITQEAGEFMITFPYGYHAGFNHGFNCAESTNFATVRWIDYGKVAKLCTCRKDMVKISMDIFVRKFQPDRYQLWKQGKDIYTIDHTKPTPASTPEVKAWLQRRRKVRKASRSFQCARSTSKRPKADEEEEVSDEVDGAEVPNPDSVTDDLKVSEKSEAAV
# proCasp7 act: counter-screen for procaspase-3 activators: activators of human procaspase-7 | AID 463210 | P55210 | 330,000 compounds, 0.093% hits | recombinant procaspase-7, Ac-DEVD-pNA absorbance 405 nm; D23A/D198A/D206A triple mutant, cannot self-cleave; scale: DMSO 0, 5 µM enzyme 100 | activation, % at 8.5 µM;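 active means percent activation above the screen-wide mean plus 3 SD, cut at about 25% in these data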
# Target sequence (P55210 whole entry D23A/D198A/D206A): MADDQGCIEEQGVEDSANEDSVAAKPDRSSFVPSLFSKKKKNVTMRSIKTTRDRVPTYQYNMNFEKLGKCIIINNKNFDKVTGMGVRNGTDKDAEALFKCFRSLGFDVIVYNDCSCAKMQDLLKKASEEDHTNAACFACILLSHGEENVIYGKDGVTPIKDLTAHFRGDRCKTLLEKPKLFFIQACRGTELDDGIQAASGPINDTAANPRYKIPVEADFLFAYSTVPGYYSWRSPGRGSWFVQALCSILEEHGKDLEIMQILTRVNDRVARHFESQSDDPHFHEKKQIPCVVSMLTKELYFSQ
#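 Assay system: Uncleavable procaspase-7 mutant enzyme; Input: 2 µM procaspase-7 mutant as dispensed; Also added: DEVD-pNA substrate; Medium: Zinc-free HEPES pH 7.4 with 300 mM NaCl, 0.01% Triton X-100; Timing: 1 h compound preincubation, 2 h substrate cleavage, 25 °C; Measured by: Epi-absorbance of released pNA at 405 nm, two timepoints.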
# AHR activator: activates the human aryl hydrocarbon receptor; 320,000 compounds, 2.5% hits; P35869; AHR-responsive luciferase reporter cells, luminescence; activation, % at 5 µM; AID 2796; in the data active means activation above about 47%;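 further: 0% = vehicle wells and 100% = reference agonist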
# An asterisk follows results filed as active; u = inconclusive; x = not tested or not shown; & = joins results of further samples; [ ] = dose if it differs, or a comment. Rows are unselected (roughly 3.8% active in at least one column).
SMILES,MEP2-GFP yeast,LAP4-GFP MLPCN,proCasp3 act,CR mimetic SO,RPL19A TOR yeast,JMJD2C inh,proCasp7 act,AHR activator
O=C(NC1CCN(c2ncccn2)CC1)c1c(F)cccc1F,103,106,4,101,107,3,1,-1
C[C@@H]1CN([C@@H](C)CO)C(=O)Cc2cc(NC(=O)Nc3ccc(F)cc3)ccc2O[C@@H]1CN(C)Cc1ccc(Cl)c(Cl)c1,100,112,-7,108,96,x,-1,-1
Cc1nc(Cc2nnc(SC(C)C(=O)N3c4ccccc4NC(=O)C3(C)C)o2)cs1 (centres undefined),101,92,2,106,98,-2,2,0
O=C(Nc1cccc2ccccc12)OC1C=CS(=O)(=O)C1 (centres undefined),95,92,3,94,99,32,0,7
Fc1cccc2sc(Nc3nc4cc5c(cc4s3)OCO5)nc12,97,106,-82,103,101,2,-155,130*
Cc1nc(N2CCN(c3ccccc3)CC2)nc2c1C(=O)CC(C)C2 (centres undefined),106,107,-4,106,96,-32,4,92*
c1ccc(-n2nnc(-c3cccnc3)n2)cc1,x,x,7,x,x,-21,9,43
N/C(=N\N=C\c1ccco1)SC1CC(=O)N(c2ccccc2)C1=O (centres undefined),96,93,5,91,94,12,1,1
CC(NC(=O)Nc1ccc(Cl)cc1)c1ccc2c(c1)OCO2 (centres undefined),88,86,0,98,93,16,-2,0
NC(=O)C1CCN(C(=O)NC(=O)c2ccccc2)CC1,102,76,6,111,110,1,7,1
COc1cc(-c2nnc(SCC(=O)c3cc(C)n(CC4CCCO4)c3C)o2)cc(OC)c1OC (centres undefined),101,95,11,101,99,32&-9,-4,-5
COc1cc2sc3ccc(C#Cc4ccc(N)cc4)cc3c(=O)c2cc1OC,90,105,-15,96,97,5,-21,-9
COC(=O)c1ccc(/C=C/c2c(-c3ccsc3)oc3ccc(N4CCOCC4)cc23)cc1,104,102,4,99,101,-5,3,44
Cc1nn2cc(-c3ccccc3)nc2s1,101,99,-3,81,98,1,-6,0
N#C/C(=C\c1ccc(O)cc1)C(=O)N1CCCC1,88,90,7,100,96,11,-2,0
CCOC(=O)c1c(C)[nH]c(C2=NNC(=Nc3ccccc3OC)SC2)c1C,109,109,5,95,115,2,1,37
CCSc1ccccc1C(=O)Nc1nc2ccccc2c(=O)[nH]1,109,115,-1,105,90,0,0,7
Cc1cc(C(=O)COC(=O)c2ccc3c(c2)NC(=O)CS3)c(C)n1CCc1ccc(Cl)cc1,103,100,-4,96,98,-21,-12,12
COc1cc(/C=C2\SC(=O)N(c3ccc(O)cc3)C2=O)cc(OC)c1OC,95,101,0,102,96,-4,-8,-9
O=C(C1CCN(S(=O)(=O)N2CCC3(CC2)OCCO3)CC1)N1CCCCC1,103,85,-10,92,101,3,-10,-4
C=CCNc1nc(Nc2ccc(OC)cc2)nc(OC)n1,107,x,-4,120,104,7,7,19
CC(C)N1CCN(Cc2cccc(-c3ccco3)c2)CC1CCO (centres undefined),90,91,-13,96,82,1,3,1
Cc1ccc(S(=O)(=O)N2CCN(C(=O)CSc3nncs3)CC2)cc1,109,107,-1,89,103,-15,4,3
Cc1ccc2cc(CCNC(=O)CC(C)(C)C)c(=O)[nH]c2c1C,87,97,2,111,103,-4,4,8
C[C@@H]1CC=C[C@H]2[C@H]1C(=O)N(Cc1ccccc1)[C@H]2c1ccc2ccccc2c1,88,122,3,97,93,6,-6,0
CC(=O)Nc1ccc(S(=O)(=O)Oc2ccc(Br)cc2C(=S)N2CCOCC2)cc1,97,91,-10,106,98,5,-7,0
CCn1cc(C(=O)N(CCC(C)C)c2c(N)n(Cc3ccccc3)c(=O)[nH]c2=O)c(=O)c2ccc(C)nc21,112,111,-2,103,126,-14,5,0
CCOC(=O)NN1C(=O)c2ccccc2NC1c1ccccc1F (centres undefined),105,112,2,101,99,-6,12,-3
COCCN(C(=O)COC(=O)CCC(=O)c1ccc(Cl)cc1)c1c(N)n(Cc2ccccc2)c(=O)[nH]c1=O,107,101,-6,92,104,4,6,4
Cc1c(Cl)cccc1NC(=S)N1CCN(C(=O)c2ccco2)CC1,95,94,-12,113,97,-4,-1,0
CSc1ccccc1NC(=O)CN(C1CCCCC1)S(C)(=O)=O,97,91,-3,106,96,4,-10,-1
COc1ccc(/C=C/C(=O)c2ccccc2)cc1Cn1nnc2ccccc21,105,109,7,91,105,4,-2,5
CCCNC(=O)Cn1cc(S(=O)(=O)N2CCCC2)c(S(=O)(=O)N2CCCC2)c1,120,92,9,86,100,-8,0,1
CC(Oc1ccc(Cl)cc1Cl)c1ccn[nH]1 (centres undefined),105,92,1,102,95,-2,1,1
Cc1nn(C)c(C)c1S(=O)(=O)N1CCC(C(=O)NC2CCCCCC2)CC1,104,104,-1,100,101,3,-4,-1
CC(=O)Nc1ccc(OCc2ccc3c(c2)OCO3)cc1,96,106,-8,98,100,-3,-4,9
O=C(CCN1CCN(Cc2ccccc2)CC1)NNC(=O)Nc1cccc(C(F)(F)F)c1,110,85,1,96,112,-9,2,-2
O=C(COC(=O)/C=C/c1ccc(S(=O)(=O)N2CCOCC2)cc1)Nc1ccc(F)c(F)c1F,103,89,10,98,102,-5,-3,-1
Cc1ccc(-c2nc3ccccc3[nH]2)cc1N,98,91,3,101,98,4,5,47*
CCOC(=O)C1(Cc2ccc(Cl)cc2)CCN(CCCn2cccn2)CC1,104,99,0,86,101,-1,0,3
CCCNC(=O)Nc1ccc(NC(C)=O)cc1,101,93,11,106,104,-7,2,-1
COc1cccc(C(=O)NCC(c2cccs2)N2CCOCC2)c1 (centres undefined),106,109,2,106,107,-2,1,1
COC(=O)C1=C(C)N(c2ccccc2)C(=S)NC1c1ccccc1C(F)(F)F (centres undefined),103,95,7,97,108,-1,-3,3
CCOC(=O)c1cnc2ccc(OCC)cc2c1NCc1ccccc1,103,101,1,120,101,4,14,7
Cc1ccc(Cl)cc1-n1ncc2c(NNC(=O)c3ccco3)ncnc21,103,97,-2,93,104,27,-2,-4
CC(=O)n1cc([C@H]2C=C(C(=O)O)O[C@@H](OCCCCO)C2)c2ccccc21,102,108,-1,109,111,3,-10,4
CC(C)c1nc(SCC(=O)c2ccc(F)cc2)c2ccccc2n1,110,109,-16,99,112,-3,-25,8
COC(=O)C1=C(C)N(Cc2ccccc2)C(=O)N[C@H]1c1cccc(C(F)(F)F)c1,87,133,2,86,99,4,-3,-3
COCCCC1CCN(C(=O)C2CCC(=O)N(C3CCCCCC3)C2)CC1 (centres undefined),104,82,x,94,107,-10,x,x
CCc1cc2c(=O)nc3n(c2s1)Cc1ccccc1/C3=C(/O)c1ccc(F)cc1,95,98,-1,111,96,8,0,4
COc1ccc(OC)c(C(c2nnnn2C2CCCC2)N2CCc3ccccc3C2)c1 (centres undefined),101,105,1,99,106,2,12,5
Cc1ccc(NNC(=O)c2snnc2C)cc1Cl,101,119,1,94,100,1,14,4
Cc1nc(SCC(=O)c2ccc(F)c(F)c2)[nH]c(=O)c1Oc1ccc(F)cc1,96,x,-2,121,99,12,-10,2
O=c1[nH]c(CSc2cccc[n+]2[O-])nc2ccccc12,111,107,-7,74,105,-10,0,48*
CS(=O)(=O)c1nc(S(=O)(=O)c2ccc(Cl)cc2)c(N2CCC(C(N)=O)CC2)s1,108,92,3,90,97,-2,7,0
COc1ccc(-n2c(=O)c3c4c(sc3n(CC(=O)NCc3ccco3)c2=O)CCC4)c(OC)c1,94,102,-9,110,97,2,-2,0
Cc1csc(N2CCCC2c2nc3cc(Cl)c(N4CCCCC4)cc3n2CCOCCO)n1 (centres undefined),91,106,2,101,100,-6,3,11
COC(=O)c1cc(S(=O)(=O)Nc2nn(C)c3ccccc23)oc1C,115,156*,-11,109,89,0,2,5
O=C(c1ccc(CS(=O)Cc2ccccc2Cl)o1)N1CCN(c2ccccn2)CC1 (centres undefined),105,107,-3,89,105,-3,-5,31
COc1ccc(-c2csc(N3CCN(c4cc5c(cc4Cl)nc(-c4ccncc4)n5CCOCCO)CC3)n2)cc1,98,93,-9,99,92,-6,-29,5
# Carrying on:
SMILES,MEP2-GFP yeast,LAP4-GFP MLPCN,proCasp3 act,CR mimetic SO,RPL19A TOR yeast,JMJD2C inh,proCasp7 act,AHR activator
COc1ccc(-c2cc(-c3cccs3)c(C#N)c(SCC(=O)NCc3ccco3)n2)cc1,u,94[may fluoresce red and violet],2,112,u,1,-5,0
COCCn1cnnc1SCC(=O)Nc1sc2c(c1C#N)CCC2,98,94,13,113,98,1,3,11
NC(=O)c1ccc(NC(=O)CSc2nc3ccccc3c(=O)n2CCCN2CCOCC2)cc1,105,101,1,108,105,-13,6,-1
Nc1nc(CSc2nc3ccccc3s2)nc(Nc2ccccc2)n1,113,99,11,90,105,-1,11,15
c1cncc(N=c2scc(-c3cccc4ccccc34)n2CCCn2ccnc2)c1,87,93,2,105,97,-4,-3,56*
C=CCc1cc(Cl)ccc1OCCN1CC(C)OC(C)C1 (centres undefined),86,100,-7,80,98,2,8,3
CC(C)OC(=O)C(C#N)c1nc2ccccc2nc1N1CCN(Cc2ccccc2)CC1 (centres undefined),83,81,1,99,84,1,4,1
CCn1nc(NC(=O)C2CCCO2)c2cc3cc(C)ccc3nc21 (centres undefined),97,99,1,84,99,-10,-3,67*
CC1CN(Cc2nc3c(c(=O)n(C)c(=O)n3C)n2CCCc2ccccc2)CC(C)O1 (centres undefined),98,98,-7,95,101,-13,-3,2
Cc1ccc(S(=O)(=O)N2CCOCC2)cc1C(=O)N1CCC(Cc2ccccc2)CC1,95,97,-6,94,96,5,-1,0
COc1ccc(CNC(=O)CNS(=O)(=O)c2cccs2)cc1,87,96,9,106,100,0,5,0
O=C(OCC(=O)N1c2ccccc2Sc2ccccc21)c1ccc[n+]([O-])c1,110,108,-2,96,105,-6,-4,5
Cc1c(CC(=O)N[C@@H](C)C(=O)O)c(=O)oc2cc3oc4c(c3cc12)CCCC4,109,101,-2,100,96,2,4,2
CCOC(=O)c1c(-c2ccc(-c3ccccc3)cc2)csc1NC(=O)c1cccc(N2C(=O)CCC2=O)c1,110,104,-3,101,104,9,11,0
Cc1ccc(C2/C(=C(/O)c3cnn(-c4ccccc4)c3C)C(=O)C(=O)N2CCN2CCOCC2)o1 (centres undefined),99,96,-19,103,100,7,-53,6
CC(=O)NCCC(=O)Nc1cc(S(=O)(=O)N2CCOCC2)ccc1Oc1ccccc1,114,86,1,98,107,-20,8,1

# Assay outcomes: PubChem BioAssay, several laboratories
